FLuc inh – blocks Photinus pyralis firefly luciferase activity; P08659; purified firefly luciferase, luminescence, 8 min; Potency, µM (top dose mostly 57.1 µM), without a hit: at the top dose activity change, negative = inhibition, most hits filed as inhibitors; 72,000 tested, 2.2% active; AID 411; further: potency means the concentration at half of the fitted maximal effect; on the % scale 0 is the no-effect control and ±100 the full control effect; nearly all actives have a fitted effect of over 40% in size
Target sequence (P08659 whole entry, looked up): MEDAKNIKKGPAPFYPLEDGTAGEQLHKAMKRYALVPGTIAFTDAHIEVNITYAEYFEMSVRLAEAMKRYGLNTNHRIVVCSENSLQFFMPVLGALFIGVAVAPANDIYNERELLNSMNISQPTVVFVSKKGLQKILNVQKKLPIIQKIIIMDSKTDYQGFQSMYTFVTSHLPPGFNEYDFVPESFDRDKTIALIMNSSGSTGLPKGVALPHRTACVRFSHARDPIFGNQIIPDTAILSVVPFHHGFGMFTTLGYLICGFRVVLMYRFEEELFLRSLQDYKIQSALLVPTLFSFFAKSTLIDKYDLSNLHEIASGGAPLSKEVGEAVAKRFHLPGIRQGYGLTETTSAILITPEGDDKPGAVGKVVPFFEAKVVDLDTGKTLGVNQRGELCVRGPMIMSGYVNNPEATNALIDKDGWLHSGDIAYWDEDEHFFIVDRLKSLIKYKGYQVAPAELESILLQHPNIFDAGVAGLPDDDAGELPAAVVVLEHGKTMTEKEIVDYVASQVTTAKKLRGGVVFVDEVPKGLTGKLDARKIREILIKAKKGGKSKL
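Here, luciferase activity is measured as luminescence following an 8 min room-temperature reaction at 10 uM ATP, pH 7.2. Every library sample is titrated.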
HBB splicing – alters splicing of the hemoglobin beta chain; 65,000 tested, 0.06% active; Potency, µM (series often up to 46.1 µM), for the others: top-dose activation, hits mostly activators; HBB splicing reporter cell assay, activation; EGFP reporter with mutant IVS2-654 intron; response scale: normalised to 500 nM splice-correcting PNA; AID 925; further: potency means the concentration at half of the fitted maximal effect; 0% is about no effect
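HeLa cells stably expressing EGFP interrupted by mutant beta-globin intron 2 (IVS2-654), 500/well in 2% FCS. Treated with compound for 2 days at 37C. Splicing correction scored as total well GFP intensity (488 nm excitation, 500-520 nm emission); 500 nM antisense PNA served as control.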
ERK AVP block – vasopressin-driven ERK pathway inhibition; HEK293-V1b, vasopressin-stimulated pERK AlphaScreen; Potency, µM (series often up to 57.5 µM), for the others: at the highest dose activity, negative = inhibition, usual class: inhibitors; 72,000 tested, 0.99% active; further: potency means the concentration at half of the fitted maximal effect; on the % scale 0 is the no-effect control and ±100 the full control effect; nearly all actives have a fitted effect of over 55% in size
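Overnight-seeded V1b-HEK293 cells in 1% FBS got compound, then vasopressin (25 nM final, 5 min, 37C), then lysis buffer. AlphaScreen detection of phospho-ERK; activity normalized to basal and full-stimulation controls.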
A350 fluor – compounds fluorescent in Alexa 350 spectral region; Compound autofluorescence, 340/450 nm, Alexa 350 dye-equivalents; hits give high values; max dye-equivalent concentration, M; 59,000 tested, 11% active; AID 590; in the data active means max dye-equivalent concentration above about 10 nM; inconclusive means mostly about 1.1 nM to 9.6 nM
Fluorescein autfl – compound fluoresces in the fluorescein spectral region | Compound autofluorescence, 480/540 nm, fluorescein-equivalent; hits give high values | max fluorescein-equivalent concentration, M | 59,000 tested, 0.91% active; in the data active means max fluorescein-equivalent concentration above about 10 nM; inconclusive means between about 1.1 nM and that limit
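In this qHTS profile, compound fluorescence was measured with a 480 nm/540 nm filter pair following a 15-min room-temperature incubation in 100 mM Tris (pH 8.0). A six-point fluorescein series on each plate served for normalization.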
Ub-GFP proteasome – proteasome inhibitors stabilizing ubiquitin-GFP reporter; Ubiquitin-GFP reporter cells, proteasome inhibition, GFP fluorescence; response scale: untreated = 0%, 10 µM MG-132 = 100%; AID 526; 67,000 tested, under 10 active; Potency, µM (doses to about 45.9 µM), for inactives: top-dose activation (GFP accumulation), most hits filed as activators; active means well fitted activation curve with a large enough effect, not every such curve was filed as active; inconclusive means small, poorly fitted or top-dose-only effect, or another doubt; inactive means no such curve, though single readings can be large or run the other way; further: potency means the concentration at half of the fitted maximal effect
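Proteasome blockade was scored as a rise in GFP-expressing U2OS cells carrying a ubiquitin(G76V)-GFP construct, imaged after 4 hr compound treatment at 37 °C across a 46 uM–2.9 nM series.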
4-MU autofl – 4-MU region autofluorescence; compound autofluorescence, 340/450 nm, 4-MU equivalents; hits give high values; max dye-equivalent concentration, M; 59,000 tested, 11% active; in the data active means max dye-equivalent concentration above about 10 nM; inconclusive means mostly about 1.1 nM to 9.6 nM
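Compounds in 100 mM Tris, pH 8.0, incubated 15 min at room temperature, then fluorescence read at 340 nm excitation/450 nm emission. Signal converted to 4-MU dye-equivalent concentration using an on-plate six-point 4-MU standard curve.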
Hsp90 Hop PPI – changes Hsp90-Hop TPR2A binding signal, up or down | 71,000 tested, 0.44% active | AID 595 | Potency, µM (doses to about 57 µM), without a hit: at the top dose activity change, negative = inhibition | AlphaScreen TPR2A-His6 binding biotin-Hsp90 C-terminal peptide; active means well fitted curve in either direction with a large enough effect; inconclusive means small, poorly fitted or top-dose-only effect, or another doubt; further: potency means the concentration at half of the fitted maximal effect; on the % scale 0 is the no-effect control and ±100 the full control effect; many of its hits are not listed in these tables
Texas Red fluor – compound fluoresces in the Texas Red spectral region | Compound fluorescence, Texas Red channel, 547/618 nm; hits give high values | max dye-equivalent concentration, M | 59,000 tested, 0.06% active; in the data active means max dye-equivalent concentration above about 10 nM; inconclusive means between about 1.1 nM and that limit
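Compound fluorescence was read after 15 min at room temperature in 100 mM Tris, pH 8.0, using 547 nm excitation and 618 nm emission across a concentration series. It was expressed as Texas Red dye-equivalent concentration from an on-plate standard curve.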
Epigenetic mod – derepresses silenced GFP locus in mouse C127i cells; mouse C127i GFP locus derepression, cytometry, 30 h; Potency, µM (doses to about 46.1 µM), without a hit: at the top dose GFP derepression (activation); 68,000 tested, 0.09% active; AID 597; further: % of control where 0% means no effect
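Derepression screen: silenced CMV-GFP reporter in murine C127i cells, 30 h compound incubation at 37 C, washed cells imaged by laser-scanning cytometer to enumerate GFP-expressing objects of 20 to 120 um.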
CRE Fsk mod – CRE-bla signaling modulation under forskolin stimulation | CHO CRE-bla reporter (cAMP response element driving beta-lactamase), forskolin EC10, beta-lactamase ratio | Potency, µM (series often up to 38.2 µM), inactives show top-dose activity change, negative = inhibition, most hits filed as activators | 71,000 tested, 2.5% active | AID 662; active means well fitted activation curve with a large enough effect in the signal ratio, with a control signal flat, not every such curve was filed as active; inconclusive means small, poorly fitted or top-dose-only effect, or effect the other way, or a change in a side signal; the % refers to the signal ratio; further: potency means the concentration at half of the fitted maximal effect; % of control where 0% means no effect
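Beta-lactamase reporter under a cAMP responsive element in CHO cells; compounds tested in titration series against EC10 NKH 477, 3 h at 37 °C. Read-out: CCF4 FRET ratio 460nm/530nm (excitation 405nm) giving %Activity, fitted to AC50.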
* marks the source's active call; other numbers are inactive results; i = inactive; u = inconclusive; x = not tested or not shown; [ ] = dose if it differs, or a comment. Unless noted, the call rests on the fitted dose curve; in most records, active means well fitted curve in the direction sought with a large enough effect; inconclusive means small, poorly fitted or top-dose-only effect, or another doubt; inactive means no such curve, though single readings can be large; an effect the other way counts as inactive or inconclusive. Not all compounds are listed (hit frequency here may not be typical).

nr	structure	FLuc inh	HBB splicing	ERK AVP block	A350 fluor	Fluorescein autfl	Ub-GFP proteasome	4-MU autofl	Hsp90 Hop PPI	Texas Red fluor	Epigenetic mod	CRE Fsk mod
1	CCOc1ccc(NC(=O)CN(C)CC(=O)NC2CCCc3ccccc32)cc1OCC (stereo unspecified)	3%	-1.1%	-1%	i	i	-10%	i	1%	i	0%	-3%
2	CN(C)C(=O)c1ccc(-c2cncnc2Nc2ccccc2)cc1	3%[2.29 µM]	-0.3%	-14%	i	u	0%	i	-5%	i	6%[9.22 µM]	-8%
3	CCn1cc(C(=O)NCc2ccc(Cl)cc2)c(=O)c2cc(S(=O)(=O)N3CCOCC3)ccc21	-2%	0.3%	3%	x	x	-12%	x	-3%[2.3 µM]	x	x	-8%
4	CC(C)N(CCCNC(=O)CC1Oc2ccccc2NC1=O)Cc1ccccc1 (stereo unspecified)	1%	-0.9%	-26%	x	x	0%	x	-3%[2.3 µM]	x	x	-1%
5	Cc1cc(NC(=O)CSc2nc3ccccc3n2CC(=O)N2CCCCC2)no1	3%	0.1%	13%	i	i	-10%	i	1%	i	-1%	u
6	CN(C)Cc1c[nH]c2nc[nH]c(=O)c12	1%[11.4 µM]	3.7%[9.22 µM]	-20%[11.5 µM]	u	u	-7%[9.17 µM]	u	-3%[11 µM]	i	-1%[9.22 µM]	-2%[7.6 µM]
7	COc1ccccc1-c1nc(C#N)c(N2CCN(Cc3ccccc3)CC2)o1	-4%	-2.9%[0.369 µM]	u	1.4e-08M*	u	3%	2.3e-08M*	u	u	0%	13µM*
8	O=[N+]([O-])c1nccn1C[C@H](O)CN1CCCCC1	3%[11.4 µM]	2.2%[9.22 µM]	2%[11.5 µM]	i	u	2%[9.17 µM]	i	-3%[11 µM]	i	0%[9.22 µM]	6%[7.6 µM]
9	CCOc1cc(C2CC(=O)NC3=C2C(=O)C(C(=O)OC)C(C)C3)cc(Cl)c1O (stereo unspecified)	1%	1.4%	-14%	i	u	-11%	i	0%	i	1%	u
10	COc1ccccc1NC(=O)CSc1nnc(-c2ccc(NC(C)=O)cc2)n1C	1%[25.5 µM]	x	x	i	i	x	i	x	i	0%[20.6 µM]	x
11	COc1ccc(OC(C)C(=O)N2CC(C)OC(C)C2)cc1 (stereo unspecified)	0%	2.3%	-15%	i	i	0%	i	-3%	i	2%	u
12	CCOc1cc(C(=O)Nc2nnc(C)s2)cc(OCC)c1OCC	5%	-0.3%	x	x	x	2%	x	-2%	x	x	13%
13	O=C(CCNc1cccc(C(F)(F)F)c1)c1ccco1	-7%	-3.4%[0.0738 µM]	-4%	x	x	5%[9.17 µM]	x	-3%[11 µM]	x	-2%	23%[7.6 µM]
14	CCC(C)C(=O)Nc1nc2c(s1)C(=O)CC(C)(C)C2 (stereo unspecified)	2%	-0.3%	u	x	x	10%	x	-3%[2.3 µM]	x	x	16%
15	Cn1c(Cn2c(=O)sc3ccccc32)nnc1SCC(=O)N1CCN(c2ccccc2)CC1	-2%	-0.6%	-6%	x	x	17%	x	-6%[2.3 µM]	x	x	-6%
16	COc1ccc(CCn2c(=N)c(C(=O)NCc3ccco3)cc3c(=O)n4cccc(C)c4nc32)cc1	3%	3.4%[57.5 µM]	-5%	1.5e-08M*	u	-6%	1.1e-08M*	-16%	i	2%	u
17	Cc1noc(C)c1C(=O)N1CCC[C@@]2(CCN(C(=O)Nc3cccc(C#N)c3)C2)C1	2%[11.4 µM]	1.8%	12%	i	i	-6%	i	-1%	i	2%[9.22 µM]	-1%
18	CCc1cc2cc(C(=O)Nc3ccccc3F)sc2s1	5µM*	-0.8%[57.5 µM]	-13%	i	u	1%	i	0%	i	0%	5%
19	Cc1cc(C(=O)NCc2cc(C)n(C)n2)sc1-c1ccccc1	-6%	-1.8%	-18%	i	i	-6%	i	-4%	i	2%	17%
20	COc1ccc(CCNc2oc(-c3ccccc3OC)nc2C#N)cc1OC	-1%	-4.2%[0.369 µM]	-23%	4.9e-08M*	u	3%	4.1e-08M*	-11%	u	2%	u
21	CCCC(=O)Nc1cccc(-c2cn3ccsc3n2)c1	16µM*	0.0%	-2%	i	i	-5%	i	-3%	i	-1%	u
22	CC(=O)Nc1cccc(-c2nnc(-c3ccccc3)o2)c1	u	0.1%	-24%	i	i	-7%	i	-2%	u	0%	17%
23	CCCCOc1ccc(NC(=O)CSc2nnnn2C)cc1	0%	-0.1%	4%	i	i	2%	i	-2%	i	-3%	-18%
24	Cc1ccccc1CS(=O)(=O)Cc1ccc(C(=O)NCC2CCCO2)o1 (stereo unspecified)	1%	1.2%	-1%	i	u	-4%	i	2%	i	1%	u
25	O=C1CC(c2ccccc2)c2cc(O)ccc2O1 (stereo unspecified)	2%	0.2%[9.22 µM]	-14%	x	x	7%	x	2%	x	5%	-8%
26	COc1cccc(-c2cncnc2NCc2ccc(OC)cc2OC)c1	-1%[2.29 µM]	-1.6%	6%	i	i	-8%	i	-4%	i	5%[9.22 µM]	u
27	COc1ccc(N2C(=O)CCC(C(=O)c3ccccc3)=C2C)cc1	0%	-0.3%[0.0738 µM]	-2%	x	x	-11%[9.17 µM]	x	1%[11 µM]	x	0%	u
28	CC1=C(C(=O)Nc2ccccc2)C(c2ccco2)C(C#N)=C(SCc2ccccc2)N1 (stereo unspecified)	-1%	-1.2%	19%	x	x	11%	x	7%	x	5%	u
29	Cc1noc(C)c1COC(=O)Cn1c(C)nc2ccccc21	0%	-2.8%	-5%	i	u	0%	i	-3%	u	-1%	u
30	O=C(Nn1c(C2CC2)nc2ccccc2c1=O)c1ccco1	2%	x	-5%	i	i	5%	i	1%	i	0%	-3%
31	O=C(CCN1C(=O)C2C3C=CC(C3)C2C1=O)Nc1ccccn1 (stereo unspecified)	-3%	-1.2%	-28%	i	i	-2%	i	-2%	i	0%	3%
32	O=C(c1ccc(F)cc1)N1CCC(O)(c2cccnc2)CC1	1%	0.9%[57.5 µM]	7%	i	i	2%	i	-1%	u	5%	-8%
33	CCN(CCCNC(=O)CC(C(=O)N1CCc2ccccc21)n1ccnc1)c1cccc(C)c1 (stereo unspecified)	3%	1.2%[57.5 µM]	-21%	i	i	5%	i	-26%	i	2%	5%
34	COc1ccc(N2CCN(C(=O)CN(c3ccc(Br)cc3)S(C)(=O)=O)CC2)cc1	1%	-0.2%[0.0738 µM]	-18%	x	x	5%[9.17 µM]	x	-14%[11 µM]	x	-2%	u
35	O=C(CCn1c(=O)oc2ccccc21)NC1=NCCS1	-1%	-0.9%	6%	i	i	-8%	i	-7%	i	3%	-11%
36	COc1cccc(Cn2c(=O)c(C)nc3cnc(OC)nc32)c1	1%[11.4 µM]	2.9%	-1%	i	i	-3%	i	-4%	i	0%[9.22 µM]	u
